# Screening results (PubChem BioAssay)
# ERAP1 inh: human ERAP1 aminopeptidase inhibitors, primary screen, biochemical, single point, plate reader. Endoplasmic reticulum aminopeptidase 1 (Homo sapiens), Q9NZ08. 340,000 compounds, 0.15% hits. inhibition, % at 10.7 µM. recombinant ERAP1, Leu-AMC fluorescence, 60 min;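 active = mean replicate inhibition of at least 30%, or all replicates individually reaching that 30% level; inactive = mean below 30% and not every replicate reaching it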;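 also: 0% = neutral control wells and 100% = L-leucinethiol positive control wells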
# E-sel inducer: E-selectin induction in HUVECs, primary screen, imaging, HUVEC, immunofluorescence imaging, single point | AID 686992, 2013 | normalized: neutral wells 0, TNF-alpha wells 100 | P16581 | activation, % at 7.58 µM | 260,000 compounds, 0.37% hits;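 active = mean E-selectin-positive cell signal at least 10% of the positive control, reached in at least 60% of replicates, without over 20% cell loss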;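 also: in these data hits start at about 27%; measured in HUVEC primary endothelial cells; signal is the percent of cells scored E-selectin positive by PE staining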
# Target sequence (P16581 whole entry, looked up): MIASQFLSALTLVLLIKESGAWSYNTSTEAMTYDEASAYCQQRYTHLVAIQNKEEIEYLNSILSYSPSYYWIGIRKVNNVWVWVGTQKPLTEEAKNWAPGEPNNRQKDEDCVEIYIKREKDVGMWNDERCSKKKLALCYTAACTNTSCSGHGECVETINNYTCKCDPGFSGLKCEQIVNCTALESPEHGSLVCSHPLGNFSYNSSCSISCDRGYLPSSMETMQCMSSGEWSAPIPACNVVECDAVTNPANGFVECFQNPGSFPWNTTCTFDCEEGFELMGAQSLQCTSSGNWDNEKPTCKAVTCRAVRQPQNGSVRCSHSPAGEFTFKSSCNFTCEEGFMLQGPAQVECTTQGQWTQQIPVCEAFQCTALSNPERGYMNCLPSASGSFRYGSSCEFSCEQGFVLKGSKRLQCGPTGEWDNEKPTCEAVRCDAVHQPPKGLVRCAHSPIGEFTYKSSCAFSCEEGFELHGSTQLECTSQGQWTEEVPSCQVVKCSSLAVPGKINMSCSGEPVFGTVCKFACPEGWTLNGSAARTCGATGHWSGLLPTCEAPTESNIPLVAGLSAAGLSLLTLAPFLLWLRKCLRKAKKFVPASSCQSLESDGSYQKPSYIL
#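 Material: HUVEC primary endothelial cells; Amount: 3,000 cells per well; Dosing: single concentration; Medium: EGM-2 growth medium on 0.1% gelatin-coated wells; Read-out basis: percent E-selectin-positive cells; Signal: immunofluorescence imaging; Control set: TNF-alpha, DMSO.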
# Cneo AK release: Cryptococcus neoformans cell lysis inducers, primary screen, AK release luminescence, single concentration; lysis activity, % at 15 µM; C. neoformans lysis, adenylate kinase release luminescence, 4 h; normalised: neutral wells 0, clomiphene wells 100; 360,000 compounds, 0.2% hits;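 active = mean lysis activity across replicates of at least 80%, whatever share of replicates individually reach that level; inactive = mean lysis activity below 80%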
#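 Assay system: Cryptococcus neoformans yeast cells / Dosing: single-point compound dose / Timing: 4 h at 37 °C static, read 1 h later / Measured by: luminescence of released adenylate kinase using an AK detection reagent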
# RAD52 anneal inh: RAD52 DNA annealing inhibitors, primary screen, biochemical, FRET, single point, set 2 | DNA repair protein RAD52 homolog (Homo sapiens), P43351 | recombinant RAD52 DNA annealing, FRET fluorescence | inhibition, % at 18.7 µM | 360,000 compounds, 0.46% hits | AID 651710, 2012;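 active = every replicate showing at least 50% inhibition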
# Target sequence (P43351 whole entry, looked up): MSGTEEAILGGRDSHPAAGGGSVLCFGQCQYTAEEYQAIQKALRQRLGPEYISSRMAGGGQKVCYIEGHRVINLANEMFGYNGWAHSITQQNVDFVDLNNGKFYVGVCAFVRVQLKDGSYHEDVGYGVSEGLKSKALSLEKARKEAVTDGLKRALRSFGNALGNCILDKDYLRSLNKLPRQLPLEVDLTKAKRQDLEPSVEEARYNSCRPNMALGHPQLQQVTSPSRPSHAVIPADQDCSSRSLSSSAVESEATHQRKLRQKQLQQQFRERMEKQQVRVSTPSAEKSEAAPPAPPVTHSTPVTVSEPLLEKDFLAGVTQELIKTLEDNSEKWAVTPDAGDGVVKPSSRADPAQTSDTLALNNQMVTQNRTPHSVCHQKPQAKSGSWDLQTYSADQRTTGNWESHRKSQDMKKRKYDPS
# PglD DTNB: C. jejuni PglD acetyltransferase inhibitors, primary screen, biochemical, DTNB colorimetric, single point; 360,000 compounds, 0.098% hits; UDP-N-acetylbacillosamine N-acetyltransferase PglD (Campylobacter jejuni); purified PglD enzyme, DTNB colorimetric CoA detection; inhibition, % at 12.5 µM; in the data active = inhibition above about 16%, passing the limit was not always enough; also: strong numbers were not always called active
# PGC1a acetyl inh: inhibitors of PGC1a acetylation signal, primary screen, cell-based, U2OS, AlphaScreen, inhibitor mode. AlphaScreen anti-acetyl-lysine; with virally co-expressed GCN5 acetyltransferase. inhibition, % at 15.6 µM. 350,000 compounds, 0.17% hits. AID 651687, 2012;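 active = every replicate shows inhibition of at least 40%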;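 also: 0% = neutral control wells and 100% = positive control wells; some results beyond the cut were filed as inactive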
# RAD54 inh: inhibitors of human RAD54 branch migration, primary screen, biochemical, fluorescence, single point; RAD54 Holliday junction branch migration, FAM/BHQ fluorescence; inhibition, % at 10.4 µM; 360,000 compounds, 0.14% hits; AID 602329, 2012;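 active = mean normalized replicate activity at least 40 and at least half of replicates scoring 40 or more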;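 also: 0% = median of neutral control wells and 100% = median of positive control wells; inhibitors cause a drop in the FAM fluorescence signal; in these data hits start at about 50%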
# miR122 inh: miR-122 Renilla sensor signal increase in Huh7, primary screen, miR-122 inhibitor project, cell-based, single point, plate reader | AID 602342, 2012 | 340,000 compounds, 0.3% hits | Huh7 miR-122 Renilla luciferase sensor, 48 h; neutral wells = 0, positive control = 100 | activation (reporter increase), % at 12.5 µM;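 active = mean replicate activation score at least 90 and every replicate individually at or above 90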;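 also: higher luciferase means less miR-122 activity so hits act as miR-122 inhibitors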
# Numbers without * were called inactive; . = not tested or not shown; & = joins results of further samples; [ ] = remark or other dose.
Structure	ERAP1 inh	RAD52 anneal inh	PglD DTNB	E-sel inducer	Cneo AK release	RAD54 inh	PGC1a acetyl inh	miR122 inh
CCN(C[C@H]1N[C@@](C)(C(=O)OC)[C@H]2C(=O)N(C)C(=O)[C@@H]12)C(=O)Nc1ccc(F)cc1	-2	-10	-4	.	1	2	.	.
CC(C)C#Cc1ccc2c(c1)O[C@H](CN(C)C(=O)c1cccc(F)c1)[C@@H](C)CN([C@H](C)CO)S2(=O)=O	-2	-4	6	0.1	2	6	-4	33[16.7 µM]
CCC/C=C(\CCC)C(NC(=O)Cc1ccccc1)c1ccc(C(=O)OC)cc1 (stereo not given)	.	.	-3	.	1	0	-8	1
FC(F)(F)c1cccc(NC(=S)N2CCCC2)c1	.	.	-3	.	1	-3	-5	-10
O=C(Cc1cccs1)NCCSc1c(-c2ccc(Cl)cc2)[nH]c2ccccc12	7	-14	-1	0.6	-1	3	.	.
C[C@@H]1CN([C@@H](C)CO)C(=O)Cc2cc(NC(=O)NC3CCCCC3)ccc2O[C@@H]1CN(C)S(C)(=O)=O	-2	-3	1	5.2	0	-2	0	3[16.7 µM]
C[C@H](CO)N1C[C@H](C)[C@H](CN(C)Cc2ccccc2)Oc2cc(C#Cc3ccccn3)ccc2S1(=O)=O	0	-111	-4	0.2	99*	7	-23	-7[16.7 µM]
CO[C@@H]1CN(C)C(=O)c2cc(NS(=O)(=O)c3ccccc3)ccc2OC[C@H](C)NC[C@H]1C	2	-16	2	-0.1	-3	-11	3	.
O=C(CSc1ccccc1C(=O)O)NC1CCCCCC1	-2	-5	-2	.	-1	-2	-8	0
Cc1ccc(C)c(Cn2c(CN(C)Cc3ccccc3)nc3c2c(=O)n(C)c(=O)n3C)c1	-1	6	5	-0.2	-2	-2	-4	-3
CN(CC1CCCN(CCc2ccc(F)cc2)C1)C(=O)CCC(F)(F)F (stereo not given)	-2	-6	-4	0.9	55	-2	.	.
C[C@@H]1CCCCO[C@@H](CN(C)C(=O)NC2CCCCC2)[C@@H](C)CN([C@H](C)CO)C(=O)c2cc(NC(=O)Nc3ccccc3)ccc2O1	3	-16	5	-0.1	1	-3	5	6[16.7 µM]
C[C@H](CO)N1C[C@H](C)[C@H](CN(C)S(=O)(=O)c2ccc(Cl)cc2)Oc2ccc(NC(=O)Cn3cnnn3)cc2C1=O	-7	7	.	0.0	.	.	-7	2[16.7 µM]
Cc1ccc(S(=O)(=O)N2CCN(C(=O)CSc3nnc(-c4ccco4)o3)CC2)cc1	.	.	1	.	3	-3	-15	-20
C[C@@H]1CN([C@H](C)CO)C(=O)c2cc(C#CCN(C)C)cnc2O[C@H]1CN(C)C(=O)c1cccc(F)c1	1	-15	4	-0.2	5	-2	13	-1[16.7 µM]
O=C(NCc1ccccn1)C1CCN(C2CCN(Cc3cccc(F)c3)CC2)CC1	0	-43	3	0.0	1	-10	-2	-3
COc1ccc(CC(CC(=O)O)C(=O)Nc2ccccc2)cc1 (stereo not given)	.	.	1	.	-1	-9	-28	-1
CCCCc1nc(SCCOC)c2c(=O)n(C)c(=O)n(C)c2n1	4	-3	.	-0.1	.	.	5	.
C=CCSc1nc2ccsc2c(=O)n1-c1ccccc1	-4	-15	.	-0.2	.	.	-5	.
O=S(=O)(c1ccc2oc3ccccc3c2c1)N1CCCC1	.	.	7	.	-1	1	-4	0
C[C@@H]1CCCCO[C@H](CN(C)C(=O)CCC(F)(F)F)[C@H](C)CN([C@@H](C)CO)C(=O)c2cc(NC(=O)CCC(F)(F)F)ccc2O1	0	1	2	.	-1	-1	1	5[16.7 µM]
CCNc1nc(NC(C)(C)C)nc(N(C#N)CC)n1	.	.	-1	.	0	2	-17	11
CCn1cc(C(=O)O)c(=O)c2cc(F)c(N3CCN(C(=S)NC(=O)c4ccccc4Br)CC3)cc21	0	-15	3	0.0	8	-6	.	-3
CC(Oc1ccc(-c2ccccc2)c(F)c1)c1ccn(S(=O)(=O)c2ccc(F)cc2)n1 (stereo not given)	.	.	0	.	0	7	-9	-6
CNC[C@@H]1OCCCC[C@@H](C)Oc2ccc(NS(=O)(=O)c3ccccc3)cc2C(=O)N([C@H](C)CO)C[C@H]1C	-4	-63	0	0.0	2	7	3	2[16.7 µM]
CC1CCCC(NC(=O)CCNC(=O)c2ccc([N+](=O)[O-])cc2)C1C (stereo not given)	1	-4	-1	2.6	1	-2	-4	1
CCOC(=O)c1ccc(Nc2nc(=O)c3cccnc3s2)cc1	.	.	-5	.	7	5	9	-5
CCOC(=O)C1(C)CCN1C(=O)c1cc(OC)c(OC)c(OC)c1 (stereo not given)	17	0	-3	0.1	-1	-4	9	-1
COC(=O)c1c(C(=O)OC)c(-c2cccc(Cl)c2)n2c1CS(=O)(=O)C2	2	-10	-1	.	-1	-4	9	2
COc1ccc(N(C(=O)c2ccco2)C(C(=O)NC2CCCC2)c2ccncc2)cc1 (stereo not given)	0	0	-6	0.0	-1	-3	8	-2
O=C(OCc1nnc(-c2ccccc2)o1)c1ccc2c(c1)OCO2	.	.	3	.	6	-3	.	3
CCCCSc1nnc(-c2cc(Br)ccc2N)c(=O)[nH]1	.	.	-1	.	2	-5	-4	-1
OCC1OC(n2ccc3c(SCc4ccccc4)ncnc32)C(O)C1O (stereo not given)	5	-20	5	0.2	-3	7	4	.
Cc1cc(C)n2[nH]c(=O)c(N=Nc3cccc(Cl)c3)c2n1	.	.	-6	.	2	3	12	-1
Cc1c(C)c2ccc(O[C@@H]3O[C@H](CO)[C@H](O)[C@H](O)[C@H]3O)cc2oc1=O	-7	2	0	-0.1	0	-5	10	-4
CC1(C)Cc2cccc(Oc3ccc(S(=O)(=O)N4CCCC4)cn3)c2O1	-1	0	.	-0.7	-1	-2	-1	2
CCOc1cc(/C=N/NC(=O)CN2CCCCC2)ccc1OCc1ccccc1	.	.	-1	.	0	1	2	0
Cc1ccc(S(=O)(=O)N2CCOCC2)cc1C(=O)NCc1ccccn1	-1	-21	.	.	-1	-7	-6	1
N#C/C(=C\c1ccc(F)c(Br)c1)C(=O)NC1CC1	1	-1	-10	.	0	3	.	.
COc1ccc(-c2cc(C(=O)N/N=C/c3sccc3C)c3ccccc3n2)c(OC)c1	.	.	-1	.	-2	-1	6	-3

# Reprinted from the part before: three entries; new compounds follow.
Structure	ERAP1 inh	RAD52 anneal inh	PglD DTNB	E-sel inducer	Cneo AK release	RAD54 inh	PGC1a acetyl inh	miR122 inh
Cc1ccc(S(=O)(=O)N2CCOCC2)cc1C(=O)NCc1ccccn1	-1	-21	.	.	-1	-7	-6	1
N#C/C(=C\c1ccc(F)c(Br)c1)C(=O)NC1CC1	1	-1	-10	.	0	3	.	.
COc1ccc(-c2cc(C(=O)N/N=C/c3sccc3C)c3ccccc3n2)c(OC)c1	.	.	-1	.	-2	-1	6	-3
Cc1ccccc1NC(=S)N(Cc1cccnc1)Cc1ccco1	-4	-15	-3	9.6	3	2	.	1
Cc1ccc(S(=O)(=O)N2C[C@H]3n4c(=O)ccc(=O)n4C[C@H](OC(=O)Nc4cccs4)[C@@]3(O)C2)cc1	-1	0	-1	-0.1	1	-1	11	0
O=C(NCC(c1ccco1)N1CCCC1)c1ccccc1F (stereo not given)	1	-9	1	.	-3	-11	.	-4
Nn1c(SCC(=O)NCC2CCCO2)nnc1-c1cc(Cl)ccc1Cl (stereo not given)	2	-9	3	.	3	-7	.	.
COc1cc(CNC(=O)c2cc(-c3ccc(F)cc3OC)n[nH]2)cc(OC)c1	0	0	3	0.0	0	7	-5	-8
COc1ccc(/C=N/n2cnnc2)cc1COc1ccccn1	.	.	1	.	1	-8	-46	1
C[C@H](CO)N1C[C@H](C)[C@@H](CN(C)Cc2ccc(-c3ccccc3)cc2)Oc2c(NC(=O)Nc3ccc(C(F)(F)F)cc3)cccc2C1=O	0&-2	-10&-17	2&3	1.9	-7&-1	1&-8	6&2	-2[16.7 µM]
COc1cccc(C2=NOC(C(=O)N3CCN(C(=O)c4ccco4)CC3)C2)c1 (stereo not given)	.	-7	-7	-0.1	1	-8	-9	-1
O=C(Nc1ccc(C(=O)O)cc1)/C(=C/c1ccc2c(c1)OCO2)NC(=O)c1cccc(Br)c1	6	-13	-6	.	5	1	3	-1
O=C(Cc1ccc(Cl)cc1)N1CCc2ccccc2C1	0	-16	1	-0.1	-5	-5	-1	-4
COc1ccc(/C=N/NC(=O)c2cc3c(ccc4ccccc43)o2)cc1OC	-2	-11	0	0.1	-1	-4	.	-2
O=C(C[C@@H]1C=C[C@H](NC(=O)Cc2ccccn2)[C@@H](CO)O1)NCCCN1CCOCC1	2	-4	-2	0.0	0	9	-13	.
Cc1cc(C)c2nc(-c3cccnc3)cc(C(=O)Nc3ccc(S(=O)(=O)Nc4onc(C)c4C)cc3)c2c1	5	-7	.	.	.	.	1	12
O=C(CN1CCOCC1)Nc1ccc(NC(=O)CN2CCOCC2)c(Cl)c1	.	.	-3	.	-11	-12	8	5
CC(C)c1ccc(NC2CCCN(C(=O)c3cnsn3)C2)cc1 (stereo not given)	-2	-11	-3	0.1	0	3	-3	-4
CCCN1CCN(C(=O)Cn2nc(CC)n3c(cc4sccc43)c2=O)CC1	0	-7	-5	0.1	-3	1	10	-3

# Rewritten field by field: 4 of the compounds above.
> O=C(NCC(c1ccco1)N1CCCC1)c1ccccc1F (stereo not given)
- ERAP1 inh: 1
- RAD52 anneal inh: -9
- PglD DTNB: 1
- E-sel inducer: .
- Cneo AK release: -3
- RAD54 inh: -11
- PGC1a acetyl inh: .
- miR122 inh: -4
> O=C(C[C@@H]1C=C[C@H](NC(=O)Cc2ccccn2)[C@@H](CO)O1)NCCCN1CCOCC1
- ERAP1 inh: 2
- RAD52 anneal inh: -4
- PglD DTNB: -2
- E-sel inducer: 0.0
- Cneo AK release: 0
- RAD54 inh: 9
- PGC1a acetyl inh: -13
- miR122 inh: .
> Cc1cc(C)c2nc(-c3cccnc3)cc(C(=O)Nc3ccc(S(=O)(=O)Nc4onc(C)c4C)cc3)c2c1
- ERAP1 inh: 5
- RAD52 anneal inh: -7
- PglD DTNB: .
- E-sel inducer: .
- Cneo AK release: .
- RAD54 inh: .
- PGC1a acetyl inh: 1
- miR122 inh: 12
> COc1ccc(/C=N/NC(=O)c2cc3c(ccc4ccccc43)o2)cc1OC
- ERAP1 inh: -2
- RAD52 anneal inh: -11
- PglD DTNB: 0
- E-sel inducer: 0.1
- Cneo AK release: -1
- RAD54 inh: -4
- PGC1a acetyl inh: .
- miR122 inh: -2

# Rows were taken by chance; 1.4% or so of the library scored in one or more.
